# Screening data deposited in PubChem BioAssay by National Center for Advancing Translational Sciences (NCATS).
# KB-3-1 tox: KB-3-1 parental cell cytotoxicity; actives 1.4% (n = 400,000); Potency, µM (titrated, usually from 46.1 µM), for inactives: at the top dose activity change, negative = cytotoxic, usual class: cytotoxic; AID 1347075; KB-3-1 viability, CellTiter-Glo ATP luminescence, 72 h; also: potency is read from the fitted curve at half-maximal effect; % is scaled to controls: 0 for no effect and ±100 for the full control effect; nearly all actives have a fitted effect of over 60% in size
#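 Cells are dispensed, compounds pinned in, plates held at 37 °C for 72 h, then CellTiter-Glo is added and luminescence read after 10 minutes. Cell line: parental KB-3-1 in phenol-red-free DMEM, 10% FBS.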
# GLP1R ag: GLP-1 receptor (human) agonism; HEK293 GLP-1R CRE-luciferase, luminescence, 4-6 h; cells express a hypersensitive GLP-1R form; Potency, µM (top dose mostly 45.6 µM), without a hit: at the highest dose activation, most hits filed as activators; actives 0.007% (n = 380,000); also: potency is read from the fitted curve at half-maximal effect; % of control where 0% means no effect
# Target sequence (P43220 whole entry, looked up): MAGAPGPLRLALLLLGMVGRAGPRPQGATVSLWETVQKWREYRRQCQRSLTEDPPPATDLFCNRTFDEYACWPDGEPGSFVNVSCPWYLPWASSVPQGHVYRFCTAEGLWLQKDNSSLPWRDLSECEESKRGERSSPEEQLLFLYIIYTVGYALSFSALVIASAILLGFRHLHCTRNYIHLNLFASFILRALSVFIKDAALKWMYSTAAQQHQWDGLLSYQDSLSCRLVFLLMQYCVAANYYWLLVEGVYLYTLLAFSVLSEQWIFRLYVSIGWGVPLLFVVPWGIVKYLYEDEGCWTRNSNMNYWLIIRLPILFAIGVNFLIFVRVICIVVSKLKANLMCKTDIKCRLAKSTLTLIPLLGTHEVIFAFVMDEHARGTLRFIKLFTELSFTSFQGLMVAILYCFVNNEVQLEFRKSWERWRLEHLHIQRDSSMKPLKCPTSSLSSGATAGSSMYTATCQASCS
# DRD3 antagonist: blocks the human D3 dopamine receptor. P35462. D3R cells, DiscoveRx beta-arrestin luminescence, antagonist mode; active compounds read low. actives 2.5% (n = 360,000). AID 652054. max response, negative = inhibition, %; in the data active = max response below about -50%; inconclusive = no clear call, values can overlap the other calls; also: % is scaled to controls: 0 for no effect and ±100 for the full control effect; mostly tested at two doses, the higher about 12 µM
# Target sequence (P35462 whole entry, looked up): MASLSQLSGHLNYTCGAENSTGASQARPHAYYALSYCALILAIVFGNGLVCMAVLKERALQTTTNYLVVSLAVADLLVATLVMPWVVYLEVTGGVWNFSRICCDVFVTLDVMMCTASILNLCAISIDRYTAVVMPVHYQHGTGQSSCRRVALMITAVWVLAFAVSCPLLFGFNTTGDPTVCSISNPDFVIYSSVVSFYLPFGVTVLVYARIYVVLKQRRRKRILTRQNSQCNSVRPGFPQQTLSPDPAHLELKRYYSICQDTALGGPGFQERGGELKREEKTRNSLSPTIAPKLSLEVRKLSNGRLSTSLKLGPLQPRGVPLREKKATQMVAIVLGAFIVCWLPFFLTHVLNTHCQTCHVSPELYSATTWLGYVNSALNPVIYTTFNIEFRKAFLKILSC
#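 Cells plated overnight at 1500 cells/well, then exposed to library compounds with dopamine controls for 90 minutes at 37 degrees C. DiscoveRx reagent added for 30–60 minutes at room temperature; luminescence read, quantitative HTS format.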
# KB-V1 MDR tox: kills drug-selected multidrug resistant KB-V1 cells; AID 1347076; KB-V1 MDR cells viability, CellTiter-Glo, 72 h; Potency, µM (series often up to 46.1 µM), inactives show at the highest dose activity change, negative = cytotoxicity, most hits filed as cytotoxic; actives 3.4% (n = 400,000); also: potency is read from the fitted curve at half-maximal effect; % is scaled to controls: 0 for no effect and ±100 for the full control effect; nearly all actives have a fitted effect of over 60% in size
#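 Drug-selected KB-V1 cells, grown in DMEM lacking phenol red with 10% FBS, receive compound titrations; after three days at 37 degrees C, surviving cell ATP is quantified by CellTiter-Glo luminescence and responses normalized and curve-fitted.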
# D3 ag: activates the human D3 dopamine receptor. P35462. D3R DiscoveRx beta-arrestin cells, luminescence, 90 min. max activation, %. actives 0.58% (n = 410,000). AID 652048; in the data active = max activation above about 30%; also: 0% is about no effect; mostly tested at two doses, the higher about 12 µM
#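 Cells at 1500/well, incubated overnight, then treated with pinned compounds (dopamine as control) for 90 min at 37 degrees C. DiscoveRx reagent added for 30 - 60 minutes at room temperature; luminescence read.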
# HT1080-NT tox: kills 2HG-producing HT-1080-NT fibrosarcoma cells | actives 1.6% (n = 360,000) | HT-1080-NT fibrosarcoma viability, CellTiter-Glo ATP luminescence, 48 h | AID 686970 | Potency, µM (titrated, usually from 46.1 µM), for inactives: at the highest dose activity, negative = less viability, hits mostly cytotoxic;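 also: NT is the 2HG producing partner of a matched IDH1 knockdown line; potency is read from the fitted curve at half-maximal effect; 0% = DMSO-treated cells and -100% = media-only wells without cells; nearly all actives have a fitted effect of over 55% in size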
#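 Compounds were tested in concentration-response format on HT-1080-NT cells for 48 hours at 37 degrees C. Cell viability came from CellTiter-Glo luminescence; curves were classified by r2, response magnitude and activity.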
# HT1080 IDH1KD tx: HT-1080 IDH1 knockdown cell toxicity (counter line); actives 2% (n = 360,000); AID 686971; HT-1080 IDH1 knockdown viability, ATP luminescence, 48 h; Potency, µM (titrated, usually from 46.1 µM), inactives show at the highest dose activity, negative = toxicity, most hits filed as cytotoxic;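 also: potency is read from the fitted curve at half-maximal effect; 0% = DMSO wells and -100% = cell-free medium wells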
#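 Knockdown cells (IDH1KD HT-1080) received compounds 2 h after plating at 750 cells/well and were kept 48 h at 37 °C in 5% FBS RPMI. A CellTiter-Glo luminescence read gave % activity for curve fitting.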
# IL1B secr inh: blocks inflammasome-driven IL-1 beta release; activity change, % at 57.5 µM; THP-1 LPS/ATP IL-1B secretion, AlphaLISA, 16 h; active compounds read low; actives 4.7% (n = 360,000); in the data active = activity change below about -50%; inconclusive = mostly about -30% to -49%; also: % is scaled to controls: 0 for no effect and ±100 for the full control effect
#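 THP-1 cells pretreated 1 hr with compounds (up to 57.5 uM final), then stimulated with LPS (250 ng/mL final) plus ATP (1.25 mM final); secreted IL-1B measured by AlphaLISA after 16 hr, decreased signal indicating inhibition.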
# SW480 rerep: induces DNA re-replication in SW480 colon adenocarcinoma cells. SW480 DNA re-replication, Hoechst DNA content imaging, 48 h. Potency, µM (series often up to 46.1 µM), inactives show at the highest dose re-replication activation, hits mostly activators. actives 1.8% (n = 340,000). AID 624297; also: potency is read from the fitted curve at half-maximal effect; % of control where 0% means no effect; nearly all actives have a fitted effect of over 55% in size
#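 Quantitative HTS format with DMSO vehicle controls; 48 hr drug incubation at 37 C, then 40 min Hoechst staining and scanning imager measurement at 405 nm excitation.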
# * hit, by the source's call; ? = inconclusive; nt = no result given; [ ] = remark or other dose. Unless noted, calls follow the shape of the dose curve; as a rule, active = well fitted curve in the direction sought with a large enough effect; inconclusive = small, poorly fitted or top-dose-only effect, or another doubt; inactive = no such curve, though single readings can be large; an effect the other way counts as inactive or inconclusive.
canonical_smiles	KB-3-1 tox	GLP1R ag	DRD3 antagonist	KB-V1 MDR tox	D3 ag	HT1080-NT tox	HT1080 IDH1KD tx	IL1B secr inh	SW480 rerep
COC(=O)COc1ccc2c(=O)c(-c3ccccc3)coc2c1	-2%	1%	-15	-1%	-7	-10%	-1%	-17	-1%
CC1CCC/C(=N\NC(=S)Nc2ccccc2)C1 (configuration not stated)	2%	1%	0	-3%	0	4%	19%	-26	-10%
CSc1cc(SC)ncn1	-2%	-1%	6	29%	8	7%	17%	27	-5%
COc1ccc(CCN(C)C(=O)COc2ccc(C(=O)c3ccccc3)cc2)cc1OC	-13%	25%	-7	-7%	0	-8%	-6%	-1	2%
CCCN(C(=O)c1cccs1)c1nnc(-c2ccncc2)s1	17%	-3%	53	-27%	4	19%	13%	-50*	0%
OCC1OC(n2ccc3c2ncn2ncnc32)C(O)C1O (configuration not stated)	?	-7%	0	0.65µM*	-4	0.58µM*	0.65µM*	66	nt
CCCCCCCCCCCNC(=O)c1ccoc1C	-7%	5%	?	-1%	4	0%	-7%	0	-3%
CCOCCCNCc1cccc(OCc2ccc(F)cc2)c1	-14%	13%	-8	-10%	2	3%	0%	-6	14%
COc1ccc(/C(C)=N/NC(=O)CNC(=O)c2cccnc2)cc1OC	-3%	22%	0	-2%	-19	0%	-1%	-4	2%
CCn1c(=O)n(CC)c2cc(N3CCCC3)c(NC(=O)c3ccccc3Br)cc21	1%	15%	16	9%	5	-4%	-3%	49	-5%
Nc1ncnc2c1cnn2C1CCCCC1	15%	13%	0	2%	4	-1%	1%	17	-9%
CCCNCC1COc2ccccc2O1 (configuration not stated)	-1%	2%	-70*	-1%	-44	12%	-2%	16	-1%
Cc1cccc(-n2c(SCC(=O)Nc3nnc(C)s3)nnc2-c2ccoc2C)c1	8%	7%	-15	?	-2	-8%	0%	-9	0%
O=C(NCc1ccccc1)c1ccc2c(=O)n3c(nc2c1)CCCCC3	0%	11%	-12	?	-9	-10%	-3%	-8	9%
O=C(CN(C(=O)c1csnn1)c1cccc(F)c1)NC1CCCC1	-2%	-3%	-9	-8%	-10	-1%	0%	-13	4%
O=c1[nH]nc(-c2n[nH]c(=O)o2)o1	5%	0%	7	7%	-11	14%	13%	14	-3%
CCC1C(=O)N=C(SCC(=O)Nc2ccccc2)NC1=O (configuration not stated)	13%	-8%	8	?	-1	22%	20%	16	0%
Cc1ccc2nsnc2c1S(=O)(=O)NCc1ccc2c(c1)OCO2	16%	1%	18	4%	6	-1%	2%	11	-1%
Nc1ccc2nc(NC(=O)C3CCCCC3)sc2c1	4%	1%	4	-20%	-3	-18%	-1%	?	-17%
CCOC(=O)c1cccc(S(=O)(=O)N2CCCC2)c1	21%	22%	14	27%	-3	11%	10%	6	-5%
CCn1c(=O)cc(SCC(=O)N2CCOCC2)c2ccccc21	11%	-6%	-20	?	1	0%	-29%	-6	-7%
CCOC(=O)c1c(CN2CCCCC2)n(C)c2cc(Br)c(O)cc12	-6%	7%	-87*	10µM*	-59	0%	-6%	11	10%
Cc1ccc(C(=O)N2CCOCC2)cc1S(=O)(=O)N1CCOCC1	-1%	2%	-2	7%	0	11%	18%	22	-4%
Cn1ccnc1C1CCCCN1Cc1nc(Cc2cccc(C(F)(F)F)c2)no1 (configuration not stated)	-5%	5%	4	?	-4	-10%	-11%	10	-98%[inhibitor]
Fc1cccc(Cc2c(-c3ccco3)nc3ccc(Br)cn23)c1	-14%	-5%	-10	14%	0	?	16µM*	-24	nt
COc1ccc(NC(=O)CN2CC(C)OC(C)C2)cc1Cl (configuration not stated)	-7%	3%	4	-7%	2	21%	6%	-2	-10%
COc1ccc(CN2CCN(C(=O)c3cccs3)CC2)cc1Br	4%	0%	19	-4%	-3	31%	6%	-8	2%
O=C(O)C1C(c2ccccc2)c2ccccc2C(O)C1CO (configuration not stated)	-3%	2%	-4	?	-6	2%	0%	-15	?
O=S(=O)(c1ccccc1)N1N=C(c2ccc(Cl)cc2)CC1c1ccco1 (configuration not stated)	-1%	-33%	12	?	5	-2%	-27%	-10	-1%
CN(C)S(=O)(=O)c1cc(C(=O)O)c(NC2CCCCC2)cc1Cl	-22%	12%	-7	14%	-3	9%	11%	12	-3%
Cc1cc(C)n(-c2nc3ccccc3nc2N2CCC(C)CC2)n1	0%	-1%	-8	0%	-16	-1%	-4%	2	7%
Cc1ccc2c(c1)[C@H]1[C@H](CO2)[C@H](c2ccccc2)[C@]2(C)C(=O)NCC(=O)N12	11%	5%	-4	?	-4	-17%	-1%	6	4%
CCOc1cc(C(=O)Nc2ccc(S(=O)(=O)NC3=NCCCCC3)cc2)cc(Br)c1OC	0%	12%	6	-12%	7	?	21µM*	-58*	?
COc1cc(C2C(C#N)=C(N)Oc3c2oc(CO)cc3=O)ccc1OC(C)C (configuration not stated)	10%	-7%	-13	1%	2	-15%	1%	23	-9%
CC(=O)Nc1ccc(NC(=O)Nc2ccccc2)cc1	7%	-5%	-1	?	-3	11%	9%	-26	-3%
CC(C)NS(=O)(=O)c1ccc(CCC(=O)N2CCCC2)cc1	15%	8%	0	5%	-7	6%	-1%	18	0%
CNC(=S)N/N=C/c1ccc(OCc2ccccc2)c(Br)c1	-9%	-2%	-6	-4%	11	?	?	-21	9%
Cc1ccn2cc(-c3nonc3C)cc2c1	3%	0%	9	1%	8	?	?	-13	?
Cc1ccc(-n2cc(-c3ccc([N+](=O)[O-])cc3)[nH]c2=S)c(C)c1	0%	-3%	-11	4%	1	-2%	-2%	-2	?
CCN(CC)S(=O)(=O)c1ccc(Cl)c(C(=O)OC2CC(C)OC2=O)c1 (configuration not stated)	-1%	2%	12	19%	32*	?	9%	9	-7%
Cn1cncc1C#Cc1ccc2cc(CCO)oc(=O)c2c1	15%	19%	0	7%	-5	12%	13%	-17	-8%
CC[C@@H]1[C@H]2CCCC(=O)N3CC[C@@H](C[C@@H]1Nc1ccccc1)[C@@H]23	?	17%	?	?	0	?	15%	37	-7%
COc1cccc(C(=O)c2c[nH]c(C(=O)NCc3ccco3)c2)c1	-15%	-15%	-3	-2%	-7	-2%	0%	-18	-5%
C=CCN1C(=O)CSc2ccc(C(=O)NCCC3=CCCCC3)cc21	2%	7%	16	0%	-7	6%	2%	36	0%
Cc1ccc(CNC(=O)CCS(=O)(=O)c2ccc3c(c2)oc(=O)n3C)cc1	3%	-5%	0	20%	-4	10%	-2%	13	?
NC(=O)c1ncn([C@@H]2O[C@H](CNC(=O)[C@@H](N)Cc3cccnc3)[C@@H](O)[C@H]2O)n1	0%	-2%	22	0%	5	1%	5%	40	1%
CC(=O)Nc1ccc(N2C(=O)c3ccc(S(=O)(=O)c4ccc(C(=O)O)cc4)cc3C2=O)cc1	nt	1%	-13	nt	-4	0%	-4%	11	-1%
COC(=O)CSC1=C(C#N)C(c2ccc(C(C)C)cc2)CC(=O)N1 (configuration not stated)	-13%	-1%	-30	-6%	3	6%	3%	23	2%
O=C(Nc1cc(C(F)(F)F)ccc1-n1cnc2ccccc21)c1ccccc1	11%	5%	9	0%	-13	-1%	-1%	-28	2%
O=C(NC1CC1)C1CCN(C2CCN(C(=O)c3ccc(C(F)(F)F)cc3)CC2)CC1	-12%	-1%	6	0%	-19	10%	13%	13	-19%

# Carrying on.
canonical_smiles	KB-3-1 tox	GLP1R ag	DRD3 antagonist	KB-V1 MDR tox	D3 ag	HT1080-NT tox	HT1080 IDH1KD tx	IL1B secr inh	SW480 rerep
COc1cc2nc(Nc3ccc(C)c(Cl)c3)nc(N)c2cc1OC	-10%	0%	12	?	-9	?	13µM*	-94*	21µM*
CCc1nnc(NC(=O)CN2CCN(Cc3cccc(Cl)c3)CC2)s1	3%	-5%	-52*	-1%	-15	-3%	4%	30	2%
Cc1noc(C)c1C(=O)OCC(=O)NCCc1ccc(S(N)(=O)=O)cc1	?	-2%	22	?	4	1%	13%	17	-6%
Cc1sc2nc(SCC(=O)Nc3cccc(C(=O)O)c3)[nH]c(=O)c2c1C	7%	3%	-2	0%	-8	-6%	-13%	-2	0%
CN1CCN(/N=C/c2ccc(Br)cc2)CC1	-3%	9%	-4	3%	-9	11%	14%	-8	-38%[inhibitor][1.84 µM]
Cc1ccc(N(CC(O)CN2CCOCC2)S(=O)(=O)c2ccc([N+](=O)[O-])cc2)cc1 (configuration not stated)	-6%	8%	-11	-35%	-27	-14%	-3%	-9	-3%
Cc1ccc(-c2nnc(N)o2)cc1	-5%	-10%	-18	-1%	-12	2%	1%	0	?
Cc1nn(Cc2ccc(Cl)cc2Cl)c(C)c1NC(=O)c1nc2n(n1)C(C(F)F)CC(C)N2 (configuration not stated)	-17%	11%	37	0%	-6	0%	-7%	-1	-1%
O=C(NC1CC1)C1=C[C@H](C2CCCCC2)C[C@H](OCCCCO)O1	-11%	12%	0	-14%	-14	-24%	-2%	16	10%
CC1(C)CC(=O)C2=C(C1)N(Cc1ccco1)C(=O)C2(NC(=O)c1ccc(Cl)cc1Cl)C(F)(F)F (configuration not stated)	0%	0%	8	8%	12	-6%	4%	-12	3%
CCNC1=C(Cl)C(=O)c2ccccc2C1=O	?	-3%	?	?	3	?	?	15	?
Cc1cc(C)cc(OCC(=O)Nc2ccc(N3CCCC3)cc2)c1	-18%	-2%	-14	1%	-16	-34%	-28%	-9	-16%
